From PubChem
TRPN1 ag – activates the zebrafish TRPN1 channel. HEK293 zebrafish TRPN1-YFP, Fluo-8 calcium fluorescence; 100% = response to 87 µM carbachol. AID 1424. hit rate 0.18% among 220,000. activation, % at 3 µM;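 active = activation above its plate's cutoff, the mean activation of test wells on that plate plus 3 SD, cut at about 19% in these data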;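 note: 0% = DMSO alone and 100% = 87 µM carbachol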
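Material – zebrafish TRPN1-YFP in HEK293 cells · Doses – 3 µM single point · Schedule – dye 1 h 37 °C plus 30 min RT · Signal – Fluo-8 calcium fluorescence, excitation 470-495 nm, emission 515-575 nm · Read-out – % activation versus carbachol response · Control set – carbachol high, DMSO low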
p47phox inh – p47phox (human) inhibition | P14598 | AID 1274 | inhibition, % at 24.7 µM | p47phox/p22phox peptide binding, fluorescence polarization, 2 h | hit rate 0.53% among 220,000;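 active = inhibition above about 30%, limit read from the data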;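 note: 0% = p47phox with labelled peptide and 100% = labelled peptide alone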
Target sequence (P14598 whole entry, looked up): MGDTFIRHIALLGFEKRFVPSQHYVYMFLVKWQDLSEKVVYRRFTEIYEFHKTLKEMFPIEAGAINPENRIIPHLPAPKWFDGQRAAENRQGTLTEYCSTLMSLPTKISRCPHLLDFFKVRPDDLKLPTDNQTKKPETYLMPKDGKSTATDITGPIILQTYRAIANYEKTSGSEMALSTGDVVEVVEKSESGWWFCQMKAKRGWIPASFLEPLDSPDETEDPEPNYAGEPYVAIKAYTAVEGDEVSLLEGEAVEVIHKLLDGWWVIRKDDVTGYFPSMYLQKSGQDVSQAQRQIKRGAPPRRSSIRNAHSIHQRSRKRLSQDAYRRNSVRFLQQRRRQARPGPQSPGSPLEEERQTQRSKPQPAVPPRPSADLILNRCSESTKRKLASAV
TNF necrop inh – TNF-alpha cell death inhibition in Jurkat FADD-/- cells | activation (protection from cell death), % at 10 µM | hit rate 0.068% among 220,000 | Jurkat FADD-/- TNF necroptosis rescue, ATP luminescence, 24 h; 0 = TNF only, 100 = no-TNF cells;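 active = activation, meaning protection from cell death, of at least 50% relative to plate controls; inactive = activation below 50%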;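 note: necroptosis triggered by 40 ng/mL TNF-alpha added together with compound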
MDM2 E3 inh – blocks human Mdm2 ubiquitin ligase activity. Q00987. cell-based MDM2 ubiquitination luciferase reporter, 2 h; 0 = plate control, 100 = twice control, blank-subtracted. signal enhancement, % at 5 µM. hit rate 0.11% among 210,000. AID 1230;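 active = signal enhancement of 30% or more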;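 note: luminescence tracks abundance of the self-degrading MDM2-luciferase fusion protein; higher signal means inhibition of MDM2 E3 ligase activity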
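Assay system: stable mammalian line carrying autodegrading MDM2–luciferase fusion reporter; amount: 2000 cells seeded into each well; buffer or medium: DMEM; benchmarks: plate control and blank wells; signal: luciferase luminescence; timing: 2 h compound exposure at 37 °C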
CHOP inh – CHOP inhibition in unfolded protein response; hit rate 3.8% among 220,000; inhibition, % at 10 µM; CHO-K1 CHOP-promoter luciferase, tunicamycin-induced, 15-18 h; AID 2732;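 active = compounds that reduced the stress-induced luciferase reporter signal by more than about 70% of percent inhibition, limit read from the data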;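 note: 0% = tunicamycin plus vehicle and 100% = wells without tunicamycin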
Runt-SMMHC FRET – Runt domain-CBFb-SMMHC interaction inhibition | Cerulean-Runt/Venus-CBFb-SMMHC FRET ratio 530/480, 1 h | inhibition, % at 20 µM | hit rate 0.74% among 220,000 | AID 1434;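 active = mean inhibition across duplicate retests at 20 µM reaching about 50%, limit read from the data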;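 note: 0% = DMSO wells and 100% = wells with excess untagged CBFb-SMMHC; inhibitors lower the FRET ratio by blocking Runt binding to CBFb-SMMHC; some results filed as inactive read as strong as hits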
Target sequence (Q01196 whole entry, looked up, the tested form may be a part): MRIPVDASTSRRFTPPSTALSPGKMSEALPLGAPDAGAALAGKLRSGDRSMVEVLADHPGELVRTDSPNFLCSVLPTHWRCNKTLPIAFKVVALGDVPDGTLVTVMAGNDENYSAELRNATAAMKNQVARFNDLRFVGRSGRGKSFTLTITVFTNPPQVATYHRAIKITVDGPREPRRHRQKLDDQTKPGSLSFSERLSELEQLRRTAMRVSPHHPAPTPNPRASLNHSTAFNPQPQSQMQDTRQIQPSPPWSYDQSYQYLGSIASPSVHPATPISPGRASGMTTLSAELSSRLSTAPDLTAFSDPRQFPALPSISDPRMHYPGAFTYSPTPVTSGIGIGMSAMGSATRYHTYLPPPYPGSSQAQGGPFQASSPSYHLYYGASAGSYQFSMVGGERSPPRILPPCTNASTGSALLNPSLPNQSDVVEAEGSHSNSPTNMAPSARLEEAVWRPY
Target sequence (Q13951 whole entry, looked up, the tested form may be a part): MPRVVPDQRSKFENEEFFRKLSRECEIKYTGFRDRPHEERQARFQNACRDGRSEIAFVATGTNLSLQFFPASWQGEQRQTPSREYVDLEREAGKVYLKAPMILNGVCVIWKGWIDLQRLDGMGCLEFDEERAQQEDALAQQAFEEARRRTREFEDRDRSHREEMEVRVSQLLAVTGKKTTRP
TRPML3 ag – activates the human TRPML3 channel | activation, % at 3 µM | Q8TDD5 | hit rate 0.29% among 220,000 | HEK293 TRPML3-YFP, Fluo-8 calcium fluorescence; 100% = the carbachol control signal;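 active = activation above its plate's cutoff, the mean activation of the plate's test wells plus 3 SD, cut at about 12% in these data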;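 note: 0% = DMSO only wells and 100% = carbachol wells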
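Material: HEK293 cells stably carrying human TRPML3-YFP; compound dosing: single dose, 3 µM final nominal compound, 0.3% DMSO final; incubation: 1-h 37 °C dye load, 5-s basal, 120-s post-compound reads; technique: Fluo-8 intracellular calcium fluorescence, excitation 470-495 nm, emission 515-575 nm; read-out basis: percent activation from peak-to-basal fluorescence ratio, scaled between DMSO and carbachol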
EBV gp42 inh – inhibitors of Epstein-Barr virus glycoprotein 42; Fluorescence polarization binding assay, mP read-out; inhibition, % (tested at 21.74 µM); hit rate 0.42% among 220,000; AID 1085; in the data active = inhibition above about 50%
PPC-1+TRAIL kill – PPC-1 cancer cell killing with TRAIL present | PPC-1 cells + TRAIL, ATPLite viability luminescence | cell killing (% activity), % at 4 µM | AID 1443 | hit rate 0.41% among 220,000;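 active = cell killing above 50% in the first pass at 4 µM, then a duplicate retest at 5 µM averaging 50% or more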;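 note: plate controls were cells with TRAIL plus DMSO for no effect and medium-only wells lacking cells for full effect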
An asterisk follows results filed as active; . = no result given; + = active, no number; [ ] = remark or other dose.

SMILES	TRPN1 ag	p47phox inh	TNF necrop inh	MDM2 E3 inh	CHOP inh	Runt-SMMHC FRET	TRPML3 ag	EBV gp42 inh	PPC-1+TRAIL kill
CC(Oc1ccc(-c2nccc(-c3ccccn3)n2)cc1)C(=O)NN (centres undefined)	-1.5	8	-1.7	-4	-4	-3	0.1	-18	-14
Cn1c(SCC(=O)Nc2ccc(N3CCOCC3)c(Cl)c2)nnc1C(O)c1ccccc1 (centres undefined)	-0.4	2	-1.8	1	33	2	0.4	-5	-11
CCOC(=O)c1c(O)c2ccccc2n(-c2ccccc2)c1=O	-1.3	-4	3.1	-8	11	2	0.0	-8	12
O=C(c1ccc2c(c1)C(=O)N(CCCO)C2=O)c1ccc2c(c1)C(=O)N(CCCO)C2=O	3.4	1	0.0	-14	-20	-3	1.4	-13	-22
CCOC(=O)C1=C(C)NC(=S)NC1c1ccco1 (centres undefined)	-0.1	-15	-7.7	-13	4	0	0.9	-18	-4
CC1=C(C(=O)OCC(Br)(Br)Br)C(c2ccc(Br)cc2)NC(=O)N1CCCC(=O)O (centres undefined)	0.7	-15	1.2	.	12	-1	1.1	6	4
COc1ccc(C(=O)Sc2nncc3ccccc23)cc1	-1.1	-6	-3.1	-9	0	-4	0.3	-14	10[5 µM]
Cc1sc2nc(CSCC(=O)N(CCC#N)c3ccccc3)[nH]c(=O)c2c1C	-0.9	-29	0.7	-18	0	-8	0.4	-18	7
Cc1cccc(C(=O)NNC(=O)C2CCCO2)c1 (centres undefined)	1.1	-14	-0.5	-1	-15	-1	0.8	-29	22
CC(Nc1ccc(N2CCOCC2)cc1)C(=O)N1c2ccccc2CC1C (centres undefined)	1.1	1	5.3	-5	6	-1	0.1	-15	17
O=C(c1ccccn1)N1CCN(c2cccc(C(F)(F)F)c2)CC1	-0.1	-2	-0.5	-3	-4	-1	-0.4	-1	-1
COc1cccc(/C=N/Nc2nnc3c(n2)[nH]c2ccccc23)c1OC	2.3	-13	3.7	-8	-18	-3	0.2	-22	0
COc1ccc(-c2ccc(C)cc2)cc1[C@H]1[C@@H]2C=CCC[C@@]2(C)C(=O)N1Cc1ccccc1	.	-15	1.2	-8	23	0	.	8	18
O=[N+]([O-])c1cc(S(=O)(=O)N2CCCC2)ccc1SCCO	0.2	-3	0.1	-15	5	2	1.1	3	13
Cc1cc(NC(=O)CCc2ccccc2)c([N+](=O)[O-])cc1C	-1.6	-7	0.9	-14	17	2	-1.1	0	-4
O=C(O)c1csc(Br)c1Br	1.7	7	0.5	-12	33	-4	0.8	3	-6
COc1ccc(-c2cc(-c3cc(OC)ccc3O)[nH]n2)cc1	-0.1	-12	-2.8	-15	31	-5	0.2	3	21
CCOC(=O)C1=C(O)/C(=C/c2cc(OC)c(OC)c(OC)c2)N=C1C	1.2	-27	-1.1	-5	-33	-9	0.1	-16	-10
CC(C)(C)C(=O)N1CCN(c2ccc([N+](=O)[O-])c(NCC3CCCO3)c2)CC1 (centres undefined)	0.8	-8	-4.7	3	-15	0	-0.5	-12	-18
C=CCN1C(=O)CN=C1Nc1ccccc1	-0.1	-6	-1.5	-5	-10	-2	1.0	-16	-6
COc1cc2c3c(c1OC)C1(C=CC(=NNC(N)=O)C=C1)CC3N(C(C)=O)CC2 (centres undefined)	1.5	-100	1.4	4	17	3	1.3	-15	25
C[n+]1ccc(CC2C(=[N+]([O-])[O-])C=Nc3ncnn32)cc1 (centres undefined)	-0.1	-2	2.0	-2	-20	-2	0.6	-12	28
O=S(=O)(CCN1CCCCC1)Oc1ccc(Cl)cc1Cl	0.3	-7	1.3	2	19	-4	-0.1	5	1
COC(=O)c1c(C(=O)OC)c(-c2cccc(C)c2)n2c1CS(=O)(=O)C2	-0.5	3	0.1	-12	-8	2	0.0	-1	17
CCn1cc(C(=O)O)c(=O)c2cc(OC)ccc21	1.4	-227	-0.1	-1	-18	-6	0.0	-8	24
(listing goes on)
SMILES	TRPN1 ag	p47phox inh	TNF necrop inh	MDM2 E3 inh	CHOP inh	Runt-SMMHC FRET	TRPML3 ag	EBV gp42 inh	PPC-1+TRAIL kill
CCOC(=O)C1CCCN(CC(O)COc2cccc(C)c2)C1 (centres undefined)	0.3	-6	2.1	4	11	0	1.0	-5	16
COc1ccc(Cc2nnc(NC(=O)c3ccco3)s2)cc1	0.7	-14	0.1	.	9	1	-0.2	6	16
CCc1nnc(NCC(=O)N2CCc3ccccc32)s1	-1.1	+	-2.7	-1	30	1	-0.8	-29	1
CC(C)(C)C(=O)Nc1ccc(S(=O)(=O)c2ccc(NC(=O)C(C)(C)C)cc2)cc1	0.7	-8	2.5	-21	8	0	0.0	3	24
c1ccc2c(c1)oc1c(N3CCN(Cc4ccc5c(c4)OCO5)CC3)ncnc12	2.3	-11	-0.7	-9	69	-4	0.1	-4	42
Cc1cccc(OCCCC(=O)Nc2ccc(N3CCCCC3)cc2)c1	0.0	-9	0.4	-10	-20	1	0.7	8	12
Cc1ccc(N(CC(=O)NCCSc2ccccn2)S(C)(=O)=O)cc1	0.9	-15	-0.2	6	9	6	-0.3	-7	6
O=C(NCCc1nc2ccccc2[nH]1)c1ccc([N+](=O)[O-])cc1	0.6	2	4.9	-10	17	1	-0.5	-4	-3
CCCc1nnc(SCC(=O)N2CCCC(C)C2)n1CCCOC (centres undefined)	-0.2	2	0.6	-2	2	4	0.6	2	11
O=C(Nc1ccc([N+](=O)[O-])cc1)c1cc2ccccc2nc1Cl	7.5	8	-1.8	.	30	-3	2.3	10	13
CCN1CCC(NC(=O)Nc2ccccc2C(=O)OC)CC1	0.8	-9	1.4	-6	-1	2	0.7	3	1
CC(C)C[C@H](NC(=O)c1nc[nH]c1C(=O)N(C)Cc1ccccc1)C(=O)OC(C)(C)C	-2.1	5	0.6	.	29	1	-0.9	-5	26
COc1cc(-c2nnc(SCc3cc(=O)oc4cc(O)c(O)cc34)o2)cc(OC)c1OC	-0.4	-20	1.2	-12	15	59*	0.8	30	1
COc1ccc(CCCc2nnc(SCC(=O)Nc3nccs3)n2C)cc1C	1.0	-8	-0.5	6	19	-2	-0.2	-1	-8
COc1cc(O)oc1C=Nc1ccc(Cl)cc1Cl	1.0	-4	-6.9	-12	1	1	0.8	-6	34
CCc1ccc(CNC(=O)c2cc3c(C)nc4ccccc4c3o2)cc1	3.0	-21	-6.0	-18	80*	-1	1.2	1	23
COCCOC(=O)C1=C(C)NC(=O)NC1C1CC=CCC1 (centres undefined)	0.9	-16	-0.8	1	38	4	0.6	-2	6
COc1cc2c(cc1OC)-c1cc(NCc3ccccn3)nc(=O)n1CC2	0.3	7	-3.2	-15	2	-17	1.1	-3	-14
CC(=O)NC(C)C(c1cccs1)N1CCN(c2ccccc2)CC1 (centres undefined)	0.4	-2	-0.3	-9	-10	2	1.0	-28	17
COc1ccc(C)cc1NC(=O)c1cc2c(=O)n3ccccc3nc2n1C	0.1	-11	0.2	-12	-24	92*	0.9	0	11
O=C(/C=N/O)Nc1cccnc1	1.8	3	0.3	-15	21	-1	1.1	-24	-8
CS(=O)(=O)N1CCN(c2ccc([N+](=O)[O-])c(NCc3ccc(Cl)cc3)c2)CC1	-0.8	5	0.7	-7	-21	-60	0.3	-41	34
Cc1c(NC(=S)NC(=O)Cc2ccccc2)cccc1C(=O)O	0.6	-10	-3.7	-1	-27	6	0.8	-13	2
CCOC(=O)c1oc2nc3c(cc2c1N)COC(C)(C)C3	-0.3	2	3.5	-18	-17	0	0.4	-31	13
Oc1c(Cl)cc(Cl)cc1Sc1cc(Cl)cc(Cl)c1O	16	-19	0.2	.	43	2	13*	46	-6

Whole records from above. Order of values: TRPN1 ag	p47phox inh	TNF necrop inh	MDM2 E3 inh	CHOP inh	Runt-SMMHC FRET	TRPML3 ag	EBV gp42 inh	PPC-1+TRAIL kill
CC(C)C[C@H](NC(=O)c1nc[nH]c1C(=O)N(C)Cc1ccccc1)C(=O)OC(C)(C)C is listed as -2.1	5	0.6	.	29	1	-0.9	-5	26
COc1cc(O)oc1C=Nc1ccc(Cl)cc1Cl is listed as 1.0	-4	-6.9	-12	1	1	0.8	-6	34
O=C(NCCc1nc2ccccc2[nH]1)c1ccc([N+](=O)[O-])cc1 is listed as 0.6	2	4.9	-10	17	1	-0.5	-4	-3
CS(=O)(=O)N1CCN(c2ccc([N+](=O)[O-])c(NCc3ccc(Cl)cc3)c2)CC1 is listed as -0.8	5	0.7	-7	-21	-60	0.3	-41	34
COc1ccc(CCCc2nnc(SCC(=O)Nc3nccs3)n2C)cc1C is listed as 1.0	-8	-0.5	6	19	-2	-0.2	-1	-8

Continuation:
SMILES	TRPN1 ag	p47phox inh	TNF necrop inh	MDM2 E3 inh	CHOP inh	Runt-SMMHC FRET	TRPML3 ag	EBV gp42 inh	PPC-1+TRAIL kill
Cc1ccc(NC(=S)Nc2ccc3cn[nH]c3c2)cc1	1.0	-1	-0.3	-9	17	11	0.6	-3	31
Cc1nc(/C=C/c2ccccc2)cc(/C=C/c2ccccc2)n1	-1.0	-18	-0.7	-7	-25	4	-0.3	-5	9
Cc1nn(C(C)CC(=O)O)c(C)c1C (centres undefined)	0.6	-1	0.3	-8	-16	2	0.7	0	22
Cc1sc2nc(SCc3nnc(-c4cccs4)o3)n(C3CCCC3)c(=O)c2c1C	0.5	-32	0.2	-8	14	6	0.7	-17	10
CCOC(=O)Nc1ccc2c(c1)N(C(=O)CCN(C)C)c1ccccc1S2	0.0	-15	-0.2	0	63	1	0.0	-18	-11
Cc1ccc(C(C)NC(=O)/C(C#N)=C\c2c(C)[nH]c3ccccc23)cc1 (centres undefined)	2.2	-18	0.8	-11	47	0	2.8	-12	-3
CN(C(=O)c1coc(=O)c2ccccc12)c1ccccc1Cl	-0.7	-5	-0.2	3	14	0	0.6	-2	13
COc1ccc(N2C(=O)CCC2(C#N)c2ccc(OC)cc2)cc1 (centres undefined)	2.4	-6	-0.9	-11	1	-11	0.2	3	25
Cc1cc(C)cc(NC(=O)c2cc(C)n(Cc3cccs3)c2C)c1	-1.4	-25	-5.0	-25	-53	-11	-0.5	-11	42
Cc1cccc2cc(-c3ccccc3)c(-c3ccccc3)c[n+]12	-1.2	49*	0.1	-2	-1	-6	0.4	14	11
COC(=O)C1=C(C(=O)OC)SC(=C2C(=S)C(C)(C)N(C(=O)C3CC3)c3ccccc32)S1	-0.7	-14	-3.0	.	5	12	2.0	-9	23
COc1ccc(CNCC(=O)Nc2cccc(S(N)(=O)=O)c2)cc1	0.2	0	-2.5	7	9	-4	1.2	-11	25
CCNc1nc(SC(C)C(=O)Nc2ccccc2)nc(N2CCOCC2)n1 (centres undefined)	1.0	-1	-2.2	-12	13	-2	0.5	-15	47
Cc1c(NC(=O)c2cc(-c3cccs3)on2)c(=O)n(-c2ccccc2)n1C	0.5	-12	1.1	-19	19	3	1.0	-16	7
O=C(CN1CCCC1)NC(=O)NC1CCCC1	0.9	-3	1.3	-21	20	-9	0.5	-29	19
Cc1ccccc1Nc1nc(N)nc(CSCC(=O)Nc2cccc(Br)c2)n1	0.9	-6	4.3	-4	33	-1	0.5	-10	4
